IP6K1 inhibitor = blocks human inositol hexakisphosphate kinase 1 | Q92551 | IP6K1 kinase, ADP-Glo luminescence, 2 h; stronger effect = lower value | activity change, % (series mostly up to about 58 µM) | 0.81% of 140,000 active; in the data active means activity change below about -25%
Target sequence (Q92551 whole entry, looked up): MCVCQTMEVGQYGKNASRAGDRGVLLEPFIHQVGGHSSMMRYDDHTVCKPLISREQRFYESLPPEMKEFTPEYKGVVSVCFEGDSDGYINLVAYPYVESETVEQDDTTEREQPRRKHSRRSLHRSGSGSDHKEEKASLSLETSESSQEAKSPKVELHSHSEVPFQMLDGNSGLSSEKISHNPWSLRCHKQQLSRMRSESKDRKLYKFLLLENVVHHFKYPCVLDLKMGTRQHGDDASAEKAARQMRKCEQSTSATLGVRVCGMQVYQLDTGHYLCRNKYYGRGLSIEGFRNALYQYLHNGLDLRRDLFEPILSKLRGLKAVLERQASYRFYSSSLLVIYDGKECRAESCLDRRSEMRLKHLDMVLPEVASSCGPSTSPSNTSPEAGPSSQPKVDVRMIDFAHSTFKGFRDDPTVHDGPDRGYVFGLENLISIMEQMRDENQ
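ADP-Glo luminescence measures ADP made by human IP6K1 during a 2 h RT reaction with ATP/IP6 (mix at 1.3 mM/130 uM); top library doses 57.5 and 19.1 uM final.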
SNCA viab count = counter-screen for SNCA expression inhibitors: cell viability | AID 1671193 | HEK-293-SNCA-luc viability, GF-AFC fluorescence, 24 h | Potency, µM (top dose mostly 57.1 µM), without a hit: top-dose activity change, negative = cytotoxicity, hits mostly cytotoxic | 0.12% of 150,000 active;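 further: potency means the concentration at half of the fitted maximal effect; 0% = DMSO-treated cells and -100% = medium-only wells without cells; nearly all actives have a fitted effect of over 30% in size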
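HEK-293-SNCA-luc cells (1500/well) plated 24 h, then exposed 24 h to a dilution series; GF-AFC added 30 min at 37C, fluorescence 405/540 nm; normalised to medium-only and DMSO wells, Hill fit.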
HEK293 tox = HEK 293 cell cytotoxicity. HEK 293 viability, ATP luminescence (CellTiter-Glo), 48-72 h. Potency, µM (doses to about 115 µM), without a hit: at the top dose activity change, negative = cytotoxicity, hits mostly inhibitors. 6.6% of 94,000 active; further: potency means the concentration at half of the fitted maximal effect; nearly all actives have a fitted effect of over 60% in size
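ATP-coupled CellTiter-Glo luminescence served as viability read-out, recorded 10 min after reagent addition at room temperature. HEK 293 cells, 250 cells/well, had been incubated with pintool-transferred compound for 48 or 72 hr at 37 degree Celsius.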
FLuc inh = blocks purified firefly luciferase enzyme activity; P08659; purified P. pyralis luciferase, luminescence, biochemical; Potency, µM (highest dose often 115 µM), inactives show at the highest dose activity change, negative = inhibition, usual class: inhibitors; 2.5% of 76,000 active; further: potency means the concentration at half of the fitted maximal effect; nearly all actives have a fitted effect of over 65% in size
Target sequence (P08659 whole entry, looked up): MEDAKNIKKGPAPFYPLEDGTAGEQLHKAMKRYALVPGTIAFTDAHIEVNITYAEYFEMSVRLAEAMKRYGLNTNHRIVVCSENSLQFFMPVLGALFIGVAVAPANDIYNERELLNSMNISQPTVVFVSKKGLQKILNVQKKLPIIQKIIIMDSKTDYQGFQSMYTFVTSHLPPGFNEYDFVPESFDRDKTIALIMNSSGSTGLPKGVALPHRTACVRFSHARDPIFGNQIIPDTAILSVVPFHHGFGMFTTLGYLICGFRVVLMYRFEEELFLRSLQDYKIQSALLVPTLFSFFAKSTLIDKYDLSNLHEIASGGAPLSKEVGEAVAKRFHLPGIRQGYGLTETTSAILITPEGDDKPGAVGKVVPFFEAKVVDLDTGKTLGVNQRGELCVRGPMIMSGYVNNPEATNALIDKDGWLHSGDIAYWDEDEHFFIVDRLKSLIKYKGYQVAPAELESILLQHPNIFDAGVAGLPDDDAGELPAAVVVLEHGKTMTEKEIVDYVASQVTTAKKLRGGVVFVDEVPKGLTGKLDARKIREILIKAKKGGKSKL
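Biochemical qHTS: compound (6-point titration) added to 10uM D-luciferin plus 10uM ATP in Tris acetate pH 7.5 buffer with Mg, Tween-20 and BSA, then purified enzyme at 10nM; light output imaged.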
GPT2 inhibitor = inhibitors of human GPT2 alanine aminotransferase; Q8TD30; Recombinant GPT2, coupled pyruvate oxidase/HRP Amplex Red fluorescence; Potency, µM (highest dose often 57.7 µM), for inactives: at the top dose activity change, negative = inhibition, usual class: inhibitors; 0.25% of 100,000 active; AID 1671188; further: potency means the concentration at half of the fitted maximal effect; nearly all actives have a fitted effect of over 60% in size; many of its hits are not listed in these tables
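Fluorescence of coupled pyruvate oxidase/HRP/Amplex Red system (50uM Amplex, 30 min, dark) reports pyruvate formed by GPT2. Enzyme reaction: 10ng/uL GPT2, 2mM L-alanine, 250uM a-KG, 30 min room temperature, pH 7.5; 50uM AOA control.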
3T3 cytotox = NIH 3T3 cell cytotoxicity | 4.3% of 94,000 active | AID 1345082 | NIH 3T3 viability, CellTiter-Glo ATP luminescence, 48-72 h | Potency, µM (series often up to 96.7 µM), for inactives: top-dose activity change, negative = cytotoxicity, most hits filed as inhibitors; further: potency means the concentration at half of the fitted maximal effect; nearly all actives have a fitted effect of over 55% in size
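Viability of NIH 3T3 cells after 48 or 72 hr compound treatment at 37 °C was assessed by CellTiter-Glo, with luminescence imaged following a 10 min room-temperature step.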
SNCA expr inh = SNCA gene expression inhibition; Potency, µM (doses to about 57.2 µM), inactives show at the top dose activity change, negative = inhibition, usual class: inhibitors; 0.17% of 140,000 active; HEK-293 SNCA-luciferase knock-in, luminescence, 24 h;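 further: potency means the concentration at half of the fitted maximal effect; plate controls were DMSO cells for no effect and cell-free wells for full effect; nearly all actives have a fitted effect of over 45% in size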
* marks the source's active call; other numbers are inactive results; i = inactive; u = inconclusive; x = not tested or not shown; & = joins results of further samples; [ ] = another dose, or the depositor's remark. Unless noted, the call rests on the fitted dose curve; in most records, active means well fitted curve in the direction sought with a large enough effect; inconclusive means small, poorly fitted or top-dose-only effect, or another doubt; inactive means no such curve, though single readings can be large; an effect the other way counts as inactive or inconclusive. Unless noted, on the % scale 0 is the no-effect control and ±100 the full control effect.

SMILES	IP6K1 inhibitor	SNCA viab count	HEK293 tox	FLuc inh	GPT2 inhibitor	3T3 cytotox	SNCA expr inh
COc1ccc(F)c(C(=O)N2CCC3(CC2)[C@H](O)C[C@@H]3O)c1F	2	-5%	-5%	-2%	u	2%	1%
COCCC1(CO)CCCN(C(=O)c2cc(C3CC3)[nH]n2)C1 (centres undefined)	8	9%	-3%	-1%	-8%	-11%	-5%
Cc1ccc(Cn2c(=O)n(CC3CCC(C(=O)N4CCC(C)CC4)CC3)c(=O)c3sccc32)cc1 (centres undefined)	-3	0%	x	x	x	x	-6%
Cc1ccc(NC(=O)c2ccc(Cl)cc2Cl)c(C(=O)c2ccccc2)c1	-11	2%	x	x	x	x	-24%
O=C(Nc1ccc(Br)cc1)C1CCCN1S(=O)(=O)c1ccc(F)cc1 (centres undefined)	-15	8%	x	x	x	x	14%
Cc1ccccc1CNC(=O)c1cc2cccc3c2n1CC(C)S3 (centres undefined)	26	4%	x	x	x	x	-29%
CCCC(O)c1nc2ccccc2n1Cc1ccccc1OC (centres undefined)	20	0%	x	x	x	x	-29%
CCOC(=O)c1csc(Nc2ccc(Cl)cc2)n1	-27*	-12%	x	x	u	x	x
Cc1ccc(Cl)cc1N1CCN(C(=O)CCn2ccn3nc4c(c3c2=O)CCCC4)CC1	-8	-10%	u	5%	i	u	4%
CN(CCCO)C(=O)c1cccc(CC2CCNCC2)c1	24	10%	u	-2%	1%	i	2%
CCCNC(=O)CSc1nc2ccccc2nc1Cc1ccc(Cl)cc1	32	4%	x	x	x	x	-7%
COc1ccc(C(=O)N2CCCN(c3cc(-c4ccc(Cl)cc4)[nH]n3)CC2)cc1F	-8	u	u	0%	u	25µM*	-22%
COCC1CN(C(C)=O)CC12CCN(Cc1ccc(Cl)cc1)CC2 (centres undefined)	2	2%	-19%	-6%	5%	-15%	8%
CCOc1ccc(C(=O)Nc2ccc(-c3nnc4n3CCCCC4)cc2)cc1OCC	28	1%	x	x	x	x	-7%
Cn1ncc2c(C(=O)NCCc3ccccc3)cc(C(C)(C)C)nc21	15	4%[12.5 µM]	u	x	1%	u	-4%
Cc1ccc(CNS(=O)(=O)c2ccc(-c3cc(C(F)(F)F)on3)s2)cc1	21	13%	x	x	x	x	32%
Cc1cc(=O)[nH]c2nnc(SCC(=O)Nc3cc(C(F)(F)F)ccc3Cl)n12	23	19%	x	x	x	x	8%
O=C(CSc1nc(=O)[nH]c2c1CCCC2)NCc1ccc(Cl)cc1	-1	-5%	x	x	x	x	2%
CCCCOC(=O)c1ccc(NC(=O)c2ccc3c(c2)CCN3S(C)(=O)=O)cc1	-21	0%	x	x	x	x	17%
COC(=O)C1=C(c2ccccc2)c2ccccc2S(=O)(=O)N1CC(=O)Nc1ccc(OC)cc1OC	-15	-21%	x	x	x	x	u
COc1ccc(NC(=O)C(C)n2c(C)c3cnn(-c4ccccc4)c(=O)c3c2C)cc1Cl (centres undefined)	-3	-14%	x	x	x	x	10%
O=C(NCC(=O)N1CCC(Cc2ccccc2)CC1)c1ccc(-c2cccc(C(F)(F)F)c2)cc1	6	1%[12.5 µM]	u	x	i	u	-17%
Cc1cc(C)cc(NC(=O)Nc2c[nH]c(=O)[nH]c2=O)c1	-13	5%	x	x	x	x	6%
COc1ccc(Nc2cc(C)c3cc(NC(=O)Cc4c(F)cccc4Cl)ccc3n2)cc1	12	-8%	x	x	x	x	8%
COCC1CN(C(=O)CCc2c(C)nn(C)c2C)CC12CCNCC2 (centres undefined)	15	-8%	-4%	-10%	-29%	-2%	u
CS(=O)(=O)c1ccc(OC[C@H]2C[C@@H](NC(=O)C3CCOCC3)[C@H](O)[C@@H]2O)cc1	17	-4%[87.6 µM]	1%[172 µM]	-5%[172 µM]	3%[88.5 µM]	0%[138 µM]	-19%[87.6 µM]
CC(C)C[C@H](NC(=O)Cn1nc2c(cc1=O)CCCCC2)c1nnc2ccccn12	5	-8%	1%	-9%	u	-2%	17%
CC(C)OCCCNC(=O)c1cc(-c2cccc(C(F)(F)F)c2)c2cccn2n1	0	-2%	u	x	3%	u	-18%
CCCCCN1C(C(=O)c2ccccc2)=C(NC(=O)c2ccc(OC)cc2)c2ccccc2S1(=O)=O	9	6%	x	x	x	x	4%
O=C1NCCCCCCN(C(=O)c2cccnc2)[C@H]2CCC[C@@H]12	6	-24%	3%	-3%	i	i	-27%
CCC(C(=O)N1CCc2cn(CCOC)c3cccc(c23)C1)c1ccccc1 (centres undefined)	-9	10%	u	-24%	i	u	4%
Cc1ccc(Cl)cc1NC(=O)Nc1cccc(-c2ccc(N3CCOCC3)nn2)c1	12	6%	u	1µM*	i	-29%	45%[activator]
CCOC(=O)c1c(C)oc2nc(C)nc(NCC3CCN(Cc4cccc(C)c4)CC3)c12	-4	-9%	x	x	x	x	0%
COc1ccc(-c2nnc(C[C@@H]3C[C@@H](C(C)C)[C@H](CNC(=O)c4cnccn4)C=C3C)o2)cc1	2	-19%	u	-1%	1%	-6%	u
Cc1ccc(C)c(S(=O)(=O)c2nnn3c2nc(N2CCN(C)CC2)c2sccc23)c1	22	10%	x	x	x	x	u
Cc1ccc(C2=NC3(CCN(C(=O)c4ccc(F)c(Cl)c4)CC3)ON2)cc1	-4	-4%	-4%	u	i	-16%	21%
COc1ccc(C)cc1NC(=O)c1oc2ccc(S(=O)(=O)N(C)C3CCCCC3)cc2c1C	23	-6%	x	x	x	x	12%
COc1ccc(-c2cc(N3CCCC3)nc(N)n2)c2ccc(C)nc12	-6	-18%	u	8%	-8%	u	-22%
CCOc1ccccc1NC(=O)Cn1nc2c3cc(F)ccc3n(Cc3cccc(C)c3)cc-2c1=O	-34*	-5%	x	x	x	x	7%
CN(CCO)C[C@@H]1CN(C(=O)c2nc3ccccc3[nH]c2=O)C[C@@H]1CO	9	-3%	-11%	7%	i	-1%	u
O=C(c1cc(F)ccc1F)N1CCN(c2nnc3ccc(Cl)cn23)CC1	16	-5%	-18%	-5%	i	-24%	2%
CN(C)C(=O)c1cccnc1OC1CCN(S(=O)(=O)c2ccc3c(c2)CCC3)C1 (centres undefined)	16	13%	u	10%	i	u	17%
COc1ccccc1Nc1ccnc(N2CCCC(C(=O)NCCc3ccc(Cl)cc3)C2)n1 (centres undefined)	8	-23%[12.5 µM]	u	x	-7%	u	u
Cc1cccc(-c2noc([C@@H]3Cc4nc[nH]c4CN3C(=O)CCC(=O)O)n2)c1	2	1%[87.6 µM]	2%[172 µM]	u	-8%[88.5 µM]	-5%[174 µM]	-10%[87.6 µM]
COC(=O)c1sccc1S(=O)(=O)N(CC(=O)Nc1ccc(C)c(F)c1)c1ccc(C)c(C)c1	-8	-5%	x	x	x	x	-1%
Cn1ncc(N2CCCC(CC(=O)Nc3ccc(Cl)cc3)C2)cc1=O (centres undefined)	32	-10%	-35%	-1%	i	u	3%
Cc1ncc([N+](=O)[O-])n1CC(C)O (centres undefined)	21	-3%	x	x	-3%&4%	x	12%
Cn1nccc1C(=O)N1CCC2(CC1)CC(N(Cc1ccccc1)C1CC1)CCO2 (centres undefined)	15	-18%	u	8%	i	-6%	-18%
O=C(NCCN[S+](=O)([O-])c1ccccc1)c1ccc(-c2cncnc2)cc1	-4	x	-29%	x	x	u	x
O=[S+]([O-])(c1cccnc1)c1nnn2c1nc(N1CCOCC1)c1ccccc12	2	2%	i	x	-11%	-21%	13%
CC(=O)Nc1ccc(S(=O)(=O)NC[C@@H]2C=C(C)[C@H](CC(=O)NCCN3CCOCC3)C[C@H]2C(C)C)cc1	-2	-13%	-7%	-10%	i	-25%	19%
CC(C)NC(=O)C[C@@H]1C[C@H]2O[C@H](CNC3CCC3)[C@@H](O)[C@H]2O1	6	5%[87.6 µM]	i	1%[172 µM]	-2%[88.5 µM]	1%[174 µM]	-15%[87.6 µM]
COC(=O)CNC(=O)c1nc(-c2c(C)cccc2C)c2ccccn12	18&4	3%&0%	u	u	i	-21%&-25%	-6%&30%
Cc1cc(-c2ccc(C)c(S(=O)(=O)NCC3CCN(Cc4ccccc4F)CC3)c2)on1	-5	-3%	x	x	x	x	2%
Cc1ccc(OCC(=O)N2CCC(N3CC4CC(C3)[C@H]3CCCC(=O)N3C4)CC2)cc1 (some centres undefined)	30	-9%	1%	-10%	2%	1%	-15%
COc1cc(OC)cc(-c2onc(C)c2C(=O)NCc2cccc(C)c2)c1	-5	8%	u	-6%	i	-10%	-31%
CC(CNC(=O)c1ccc(Cn2c(=O)c3cccn3c3cccnc32)cc1)c1ccccc1 (centres undefined)	12	5%	x	x	x	x	23%
Cc1cccc2c(=O)cc(CSc3ccccc3NC(=O)c3cccc(F)c3)[nH]c12	12	u	x	x	x	x	43%[activator]
COc1cccc(C(=O)N2c3cc(C)ccc3C(C)(c3ccccc3)CC2(C)C)c1 (centres undefined)	17	2%	x	x	x	x	-9%
COCCNC(=O)CCN1C(=O)c2cccnc2Oc2ccc(C)cc21	7	-4%	x	x	x	x	40%[activator]

Some of these compounds in order of formula weight, rising.
SMILES	IP6K1 inhibitor	SNCA viab count	HEK293 tox	FLuc inh	GPT2 inhibitor	3T3 cytotox	SNCA expr inh
CC(C)NC(=O)C[C@@H]1C[C@H]2O[C@H](CNC3CCC3)[C@@H](O)[C@H]2O1	6	5%[87.6 µM]	i	1%[172 µM]	-2%[88.5 µM]	1%[174 µM]	-15%[87.6 µM]
Cn1ncc(N2CCCC(CC(=O)Nc3ccc(Cl)cc3)C2)cc1=O (centres undefined)	32	-10%	-35%	-1%	i	u	3%
COc1cc(OC)cc(-c2onc(C)c2C(=O)NCc2cccc(C)c2)c1	-5	8%	u	-6%	i	-10%	-31%
O=[S+]([O-])(c1cccnc1)c1nnn2c1nc(N1CCOCC1)c1ccccc12	2	2%	i	x	-11%	-21%	13%
Cc1cc(-c2ccc(C)c(S(=O)(=O)NCC3CCN(Cc4ccccc4F)CC3)c2)on1	-5	-3%	x	x	x	x	2%
CC(=O)Nc1ccc(S(=O)(=O)NC[C@@H]2C=C(C)[C@H](CC(=O)NCCN3CCOCC3)C[C@H]2C(C)C)cc1	-2	-13%	-7%	-10%	i	-25%	19%

Later entries.
SMILES	IP6K1 inhibitor	SNCA viab count	HEK293 tox	FLuc inh	GPT2 inhibitor	3T3 cytotox	SNCA expr inh
O=C1c2c(nc(COc3ccccc3)n2Cc2ccccc2)NCCN1CC1CC1	-9	-15%[87.6 µM]	u	-17%[172 µM]	1%[88.5 µM]	u	u
Cc1cccc(C(=O)N2CCCC(c3nn(-c4ccc(F)cc4)c(=O)[nH]3)C2)c1 (centres undefined)	9	-1%	u	4%	3%	u	-1%
CS(=O)(=O)N1CCC(OC2CCN(C(=O)c3cccnc3)CC2)CC1	-4	u	11%	-4%	i	i	40%[activator]
Cc1cccc(CNC(=O)c2cc3n(n2)CC(c2ccc4c(c2)OCO4)OC3)c1 (centres undefined)	-8	2%	u	-5%	-11%	u	-2%

High-throughput results from PubChem.

The list is partial. The share of hits here may be higher or lower than overall.
